GASC-1 inh: human JMJD2C demethylase inhibition; Q9H3R0; GST-JMJD2C(1-420) H3K9me3 demethylation, DELFIA europium; inhibition, % at 2.35 µM; 330,000 tested, 0.069% active; AID 2099;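 active = more than half of a compound's replicate wells show inhibition beyond 50%, single wells judged on their own value; inconclusive = some, but no more than half, of replicates pass 50% inhibition; inactive = no replicate passes 50% inhibition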;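 also: signal counts dimethyl H3K9 product captured on neutravidin plate; 0% = median of DMSO wells and 100% = 0.3 times that DMSO median; strong numbers were not always called active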
PP5 inh: inhibitors of human protein phosphatase 5 (PP5); purified PP5c, OMFP substrate fluorescence; inhibition, % at 6.7 µM; 320,000 tested, 0.18% active;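 active = inhibition above the campaign's mean inhibition across all tested compounds plus 3 SD, cut at about 9.5% in these data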;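 also: 0% = DMSO only and 100% = 100 µM cantharidin control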
LYPLA2 counter: LYPLA2 (human) inhibition in PME1 counter-screen; O95372; recombinant LYPLA2, FP-Rh probe fluorescence polarization; 320,000 tested, 0.38% active; inhibition, % at 5.9 µM;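 active = inhibition above the screen-wide mean plus 3 SD, limit set per campaign, cut at about 26% in these data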;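 also: 0% = LYPLA2 with DMSO and 100% = wells lacking LYPLA2 enzyme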
Fh CTSL1 inh: counter-screen for PFM18AAP inhibitors: inhibitors of F. hepatica cathepsin L1 | recombinant F. hepatica cathepsin L1, Z-Leu-Arg-MCA fluorescence | inhibition, % at 5.96 µM | 300,000 tested, 0.49% active | AID 1906;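 active = inhibition above the mean of all tested compounds plus 3 SD, set per screening campaign, cut at about 17% in these data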;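 also: 0% = plate median of test compound wells and 100% = 1 µM Z-Phe-Ala-diazomethylketone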
PP1 counter: blocks human PP1-alpha phosphatase, a PP5 counter-screen | inhibition, % at 6.7 µM | purified PP1alpha, OMFP fluorescence | P62136 | 320,000 tested, 0.9% active;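 active = inhibition above the mean inhibition of all tested compounds plus 3 SD, computed separately for each screening campaign, cut at about 15% in these data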
Target sequence (P62136 whole entry, looked up): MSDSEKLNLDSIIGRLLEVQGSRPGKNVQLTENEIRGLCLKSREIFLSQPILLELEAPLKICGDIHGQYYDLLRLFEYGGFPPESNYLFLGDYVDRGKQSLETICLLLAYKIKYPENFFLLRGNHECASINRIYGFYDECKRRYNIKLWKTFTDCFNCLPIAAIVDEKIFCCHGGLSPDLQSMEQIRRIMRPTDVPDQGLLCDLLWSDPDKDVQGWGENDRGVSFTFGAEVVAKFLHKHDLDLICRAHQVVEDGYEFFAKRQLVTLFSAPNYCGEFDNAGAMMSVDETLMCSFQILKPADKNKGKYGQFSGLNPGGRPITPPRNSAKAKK
TPT1 inhibitor: C. albicans TPT1 enzyme inhibition. recombinant caTPT1, FP RNA substrate dephosphorylation. 300,000 tested, 0.81% active. inhibition, % at 5 µM. AID 1962;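 active = inhibition above the mean of all tested compounds plus 3 SD, set per screening campaign, cut at about 24% in these data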;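 also: plate controls were DMSO alone for no effect and ferristatin control at 100 nM for full effect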
core dimer inh: HCV core protein dimerization inhibition. TR-FRET GST/Flag-core106 dimerization, 1536-well. inhibition, % at 5 µM. 300,000 tested, 0.33% active. AID 1899;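 active = inhibition above the mean of all tested compounds plus 3 SD, set per screening campaign, cut at about 45% in these data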
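System: GST/Flag-tagged HCV core106 proteins. Incubation: compound-protein-antibody incubation 4 h at 22.5 °C. Technique: HTRF with 340 nm excitation, 617/671 nm emission. Medium: KF-containing HEPES buffer, pH 7.45, DTT, CHAPS, BSA. Read-out: inhibition (%) from 671 over 617 nm ratio. Also added: Eu(K)-anti-GST 90 ng/mL plus XL665-anti-Flag 1 µg/mL.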
Efflux pump mplx: antifungal efflux pump inhibition, Nile Red retention. S. cerevisiae Candida pump triplex. inhibition, % at 10 µM. 330,000 tested, 0.44% active. AID 485275;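 active = plate passing quality check with inhibition over a set limit, or well fluorescence over plate mean plus 4 SD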;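 also: Nile Red retained in pooled yeast measured as flow cytometry median fluorescence; 0% = buffer negative control and 100% = Enniatin B positive control; higher means more Nile Red kept so more efflux inhibition; some compounds called inactive have numbers as strong as hits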
PREPL inh: inhibits the human prolyl oligopeptidase-like enzyme; Q4J6C6; recombinant PREPL, fluorescence polarization activity-based probe; inhibition, % at 5.96 µM; 320,000 tested, 0.68% active; AID 2751; in the data active = inhibition above about 43%;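 also: 0% = enzyme with DMSO and 100% = wells lacking enzyme; many of its hits are not listed in these tables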
Target sequence (Q4J6C6 whole entry, looked up): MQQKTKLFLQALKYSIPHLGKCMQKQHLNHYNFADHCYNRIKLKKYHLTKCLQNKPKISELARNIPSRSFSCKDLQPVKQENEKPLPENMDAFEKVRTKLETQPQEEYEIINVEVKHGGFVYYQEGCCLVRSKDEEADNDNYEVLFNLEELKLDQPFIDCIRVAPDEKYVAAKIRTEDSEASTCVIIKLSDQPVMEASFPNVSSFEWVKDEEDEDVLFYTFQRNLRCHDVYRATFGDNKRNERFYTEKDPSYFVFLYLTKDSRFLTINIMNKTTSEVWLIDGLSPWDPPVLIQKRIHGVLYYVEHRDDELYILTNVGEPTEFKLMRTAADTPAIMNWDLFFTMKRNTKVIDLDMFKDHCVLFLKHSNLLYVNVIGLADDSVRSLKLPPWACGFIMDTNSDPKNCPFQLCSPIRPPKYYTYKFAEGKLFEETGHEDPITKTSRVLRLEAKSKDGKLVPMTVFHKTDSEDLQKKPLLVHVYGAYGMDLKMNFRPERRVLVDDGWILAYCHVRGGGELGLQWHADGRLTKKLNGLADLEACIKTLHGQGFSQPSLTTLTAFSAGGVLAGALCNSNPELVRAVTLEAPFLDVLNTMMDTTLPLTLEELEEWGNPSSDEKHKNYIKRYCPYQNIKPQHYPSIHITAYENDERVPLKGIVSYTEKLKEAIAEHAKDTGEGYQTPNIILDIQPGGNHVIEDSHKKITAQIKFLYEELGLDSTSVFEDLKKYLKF
* marks the source's active call; other numbers are inactive results; ? = inconclusive; . = not tested or not shown; & = joins results of further samples.

SMILES	GASC-1 inh	PP5 inh	LYPLA2 counter	Fh CTSL1 inh	PP1 counter	TPT1 inhibitor	core dimer inh	Efflux pump mplx	PREPL inh
COc1ccc(/C=C/C(=O)OC2CCCCC2CN(C)C)cc1 (configuration not stated)	2	1.1	-6	12	-5	1	5	0.0	10
CC1CCN(C(=O)c2cc(-c3ccc4c(c3)OCO4)on2)CC1	-1	-0.3	-1	0	0	0	0	-0.1	18
CC(C)OP(=O)(OC(C)C)C(NC(=O)c1ccc(Br)cc1)c1ccccc1 (configuration not stated)	4	-0.3	1	1	2	-1	0	0.0	-4
CCOc1ccc(N(CC(=O)N2CCOCC2)S(=O)(=O)c2ccc(F)cc2)cc1	-4	-1.4	11	0	-2	-4	-6	0.0	-6
O=C(OCc1ccc(Cl)cc1)c1cnccn1	6	-0.3	-4	0	-3	-6	-3	0.1	5
O=C(NCCNc1ccc(Cl)cc1[N+](=O)[O-])c1cccnc1	-1	3.5	5	1	-3	-1	-2	-0.1	5
CC(C)(C)NC(=O)CSc1nc(N)cc(=O)[nH]1	-7	-2.1	2	-4	-1	0	-5	-0.3	15
Cc1nc2scc(-c3cccs3)c2c(=O)n1N	-131	2.3	5	3	1	0	-6	-0.3	5
Cc1cc(NC2CCCC2)n2nc(C)c(-c3ccccc3)c2n1	-18	2.1	0	1	-2	0	-1	0.2	8
COc1ccc(Cl)cc1S(=O)(=O)N1CCC(C(=O)NCc2ccccn2)CC1	7	2.2	1	0	-7	-1	0	0.0	21
O=C(Cn1cc(C(F)(F)F)cc(Cl)c1=O)NC1CCS(=O)(=O)C1 (configuration not stated)	13	-3.4	4	.	1	.	.	-0.3	-6
O=C(Cc1ccccc1[N+](=O)[O-])N/N=C/c1cccnc1	-1	-0.6	18	3	-5	-2	-2	0.0	2
COC(=O)c1nnn(-c2nc(N(C)C)nc(N(C)C)n2)c1C	-4	0.1	2	-3	8	0	-3	-0.4	-4
Cc1ccccc1OCCCn1c(=O)sc2ccccc21	1	1.2	-3	1	-1	-2	5	0.0	-3
CCOc1cc(CNc2ccc3c(c2)OCCO3)cc(Br)c1OCC(N)=O	13	3.1	-2	6	-2	0	-9	0.0	25
CCCCCn1c(CN2CCN(c3cc(Cl)ccc3C)CC2)nc2c1c(=O)[nH]c(=O)n2C	5	0.0	6	1	2	-3	13	0.6	-3
NC(=O)c1cc[n+](CC(=O)c2ccc(NC(=O)c3ccccc3)cc2)cc1	3	1.4	-2	1	-4	0	4	0.1	9
O=C(CCc1nnc2ccc(N3CCCCC3)nn12)NCc1ccco1	4	-0.4	-5	0	0	1	-4	0.1	9
Clc1ccccc1/C=N/NC1=Nc2cccc3cccc1c23	7	4.8	4	-1	1	3	-13	0.4	6
O=C(N/C=N/OCc1ccc(Cl)cc1Cl)NOCc1ncc(C(F)(F)F)cc1Cl	-2	5.5	-11	-1	5	-12	2	-0.1	7
COc1ccc(CNS(=O)(=O)c2cc(-c3cc(C)no3)ccc2OC)cc1OC	-2	0.8	6	2	4	0	-2	0.0	-6
COc1ccc(NC(=O)CSc2ccc3nnc(-c4cccnc4)n3n2)cc1OC	3	4.6	4	-2	2	-3	0	0.3	0
Cc1cc(C(=O)Nc2ccc(S(=O)(=O)N3CCCC3)cc2)no1	-2	2.2	-2	-5	-4	0	10	0.1	-1
O=C(c1n[nH]c2ccccc12)N1CCN(S(=O)(=O)c2ccc(Cl)cc2)CC1	-3	5.8	-1	.	-2	.	.	-0.2	-60
O=c1c2ccccc2c(/C=N/n2cnnc2)c(O)n1-c1ccccc1F	2	1.5	4	2	-2	2	-11	0.0	2
COc1ccc(-n2nnc3c(SCC(=O)NCC4CCCO4)ncnc32)cc1 (configuration not stated)	15	1.5	2	0	1	-6	1	-0.1	-6
CCOc1ccc(CCNC(=O)COC(=O)COc2ccc(Br)cc2)cc1OCC	1	1.5	6	-13	-4	-1	-3	-0.1	5
Cc1cccc(N2CCN(C(=O)c3cc(S(=O)(=O)N4CCCC4)cn3C)CC2)c1C	-1	2.5	1	3	-4	-3	1	0.0	30
CCc1ccc(NC(=O)COc2ccc3c(c2)OCO3)cc1	7	2.7	8	4	0	-2	-5	0.3	-7
O=C(Cc1nc2ccccc2[nH]1)c1ccc([N+](=O)[O-])cc1	2	-0.4	-4	1	0	3	0	0.0	13
O=C(CCC(=O)c1ccc(-c2ccccc2)cc1)Nc1cccnc1	-1	1.1	4	0	6	0	5	0.0	7
O=C(Nc1nc(-c2ccco2)cs1)c1ccccc1	4	2.7	-11	5	1	20	9	-0.2	4
Cc1cnc(NC(=O)CSc2nc3ccccc3s2)s1	-7	2.9	-7	-9	1	2	0	-0.1	-30
Cn1c(N/N=C/c2c[nH]c3ccccc23)nc2ccccc21	-2	-1.8	-1	4	-2	0	-89	0.3	53*
O=c1c2ccc(Cl)cc2[nH]c(=S)n1Cc1cccnc1	-38	11*	-6	-2	-3	4	-1	0.0	-14
COC(=O)C1=C(COc2ccccc2)NC(=O)NC1c1ccc2ccccc2c1 (configuration not stated)	4	2.8	2	0	4	-2	5	0.1	-28
Cc1cccc(N2CCC(N=CN(C)C)=N2)c1	3	3.3	6	6	3	-2	-59	-0.1	14
Cc1ccccc1CCNC(=O)c1cc(C2CC2)nc2c1cnn2C(C)C	.	3.7	-11	.	0	.	.	0.1	5
C=CCn1c(C(C)NC(=O)c2cccs2)n[nH]c1=S (configuration not stated)	-1	1.9	-2	1	-2	-1	-1	0.1	-6
C=CCn1c(SCC(=O)c2cccs2)nc2sc(CC)cc2c1=O	1	4.4	1	1	1	-1	8	0.1	19
O=C(OCc1ccccc1)/C(=C/c1cccc2ccccc12)NC(=O)c1ccccc1	4	1.0	-14	8	3	-1	15	-0.2	-6
COC(=O)c1ccc2c(=O)n(Cc3ccco3)c(SCC(=O)Nc3ccccc3Cl)nc2c1	9&3	-0.6	0	-2	6	1	4	0.1	-5
O=C(CSc1nncn1-c1ccccn1)Nc1ccccc1Cl	-9	1.0	-2	-4	-2	-2	1	0.0	-1
COc1ccccc1CNC(=O)CCS(=O)(=O)c1ccc(Cl)cc1	-5	0.8	-1	29*	-7	6	-3	0.3	0
COc1ccc(CNC(=O)c2nnn(-c3cccc(C(F)(F)F)c3)c2N)cc1	5	2.2	0	3	1	-2	-7	0.2	17
COc1cccc(OC)c1C(=O)NC(=S)N1CCOCC1	31	-0.8	0	2	-2	-10	-2	-0.1	15
CCCn1c(CN2CCN(C(=O)OCC)CC2)nc2cc([N+](=O)[O-])ccc21	5	0.0	14	5	1	1	1	-1.3	4
Cc1cc(S(=O)(=O)n2cnc3cc([N+](=O)[O-])ccc32)ccc1Cl	5	-3.2	3	2	-1	2	-1	0.1	-1
CC(C)=CC(=O)Nc1ccccc1Br	-12	-1.0	2	-3	-4	-2	-3	0.4	5
COc1ccc(NC(=O)CCC(=O)Nc2nnc(C(C)C)s2)cc1Cl	3	0.6	-2	-5	1	3	-9	0.1	6
COc1cccc(C2CC(=O)Nc3cc(OC)c(OC)c(OC)c32)c1OC (configuration not stated)	-8	3.7	-1	3	-3	3	-8	0.0	2
O=C(O)c1ccccc1-c1ccccc1C(=O)NCc1ccco1	16	2.4	3	-3	2	-1	-3	-0.2	-1
CC1=NCCN1CCNC(=O)Nc1ccc(F)cc1	-22	1.4	2	0	1	-2	3	-0.1	1
COC(=O)/C(=C(/F)SCC(C)=O)C(F)(F)F	6	0.6	1	0	-1	-2	-6	-0.1	4
CCOc1cc(C)c(S(=O)(=O)NCCCn2ccnc2)cc1C	-22	0.5	3	-10	-4	-2	9	-0.1	1
COc1ccc(NC(=O)CN(C)CC(=O)Nc2ccc(Cl)c(S(=O)(=O)N(C)C)c2)cc1	1	2.0	-5	1	-1	-4	-2	-0.1	32
Cc1ccc(-c2n[nH]c(=S)n2/N=C\c2ccco2)cc1	0	1.6	-3	-1	-6	0	-11	0.0	9
COc1ccc(NC(=O)C2CCCNC2)cc1OCC(C)C (configuration not stated)	-4	-3.1	-3	-1	-1	0	-2	0.2	6
COc1cccc(Nc2cc(N3CCOCC3)c3nonc3c2[N+](=O)[O-])c1	-8	-2.1	-4	3	2	-1	2	0.1	0
O=C(Nc1ccsc1C(=O)O)c1ccccc1	?	-4.9	0	6	2	-2	1	0.0	-1

Shown with two lines to a compound: part of the list above
Every second line gives: GASC-1 inh | PP5 inh | LYPLA2 counter | Fh CTSL1 inh | PP1 counter | TPT1 inhibitor | core dimer inh | Efflux pump mplx | PREPL inh
> COc1cccc(Nc2cc(N3CCOCC3)c3nonc3c2[N+](=O)[O-])c1
 : -8 | -2.1 | -4 | 3 | 2 | -1 | 2 | 0.1 | 0
> O=C(O)c1ccccc1-c1ccccc1C(=O)NCc1ccco1
 : 16 | 2.4 | 3 | -3 | 2 | -1 | -3 | -0.2 | -1

Later entries
SMILES	GASC-1 inh	PP5 inh	LYPLA2 counter	Fh CTSL1 inh	PP1 counter	TPT1 inhibitor	core dimer inh	Efflux pump mplx	PREPL inh
Cc1ccc(C(C(=O)NC2CCCC2)N(C(=O)c2csnn2)c2ccccc2)o1 (configuration not stated)	-1	0.6	8	0	-4	1	11	-0.1	3
O=C(CSc1nnc(Cc2ccccc2)o1)c1ccc2c(c1)OCO2	-3	0.4	4	-3	-1	1	-3	0.0	-10
O=C(/C=N/O)NCCCn1ccnc1	0	-0.6	-1	0	-4	-1	2	0.0	2
Cc1oc2c(C)c3oc(=O)c(CCC(=O)N[C@@H](CC(C)C)C(=O)O)c(C)c3cc2c1C	0	-3.6	-6	5	3	-1	5	-0.2	16
N#Cc1cn(-c2ccccc2)nc1-c1cc2ccccc2oc1=O	-1	1.6	-12	0	5	5	20	0.1	13
CC(Oc1ccc(Cl)cc1Cl)C(=O)NCCCCc1ccccc1 (configuration not stated)	1	1.9	9	1	3	-3	-1	0.2	-24
COc1cccc(CNS(=O)(=O)c2csc(C(N)=O)c2)c1	-6	-4.5	1	9	8	-2	-2	0.0	17
O=C(c1cc([N+](=O)[O-])cc([N+](=O)[O-])c1)N1CCN(C(=O)c2ccco2)CC1	-2	-3.3	2	-1	-8	1	2	0.0	-3
CCC[C@@H]1C[C@@]1(CCC)[C@@H](NP(=O)(c1ccccc1)c1ccccc1)c1ccc(C(=O)OC)cc1	-15	4.6	-11	0	10	0	11	0.2	-3
CCCCCCn1ccc(=N)cc1	-3	2.8	-3	0	-3	0	-3	0.0	-10
COc1ccc(-c2nncnn2)cc1	1	3.1	0	-1	-6	-1	-6	0.1	0
CCN(CC)C(=O)C(=O)c1cc(C)n(-c2ccc(F)cc2)c1C	-1	-3.3	-5	-7	9	1	1	0.6	-2
Cc1c(C(=O)NCCO)sc2nc3n(c(=O)c12)CCC3	2	1.3	-4	0	-5	-4	-2	-0.1	-8
COc1cc(C(=O)NCCC2=CCCCC2)ccc1OC1CCN(C(C)=O)CC1	3	-1.1	3	4	-10	-1	-8	0.2	13
Cn1c(=O)n(Cc2ccc(F)cc2)c(=O)c2c1nc1n2CCCN1Cc1ccccc1	12	0.3	-8	5	1	1	15	-0.2	27
COC(=O)C(C)n1cnc2c(nnn2-c2cccc(OC)c2)c1=O (configuration not stated)	3	1.3	-5	-2	0	3	-3	0.1	-16
Cc1cccc(C(=O)OC(C)CN2C(C)CCCC2C)c1 (configuration not stated)	30	0.7	-1	2	-6	1	-10	0.3	-8
CCOc1ccc(C(=O)OCC(=O)NC2CCCCCCC2)cc1	-5	4.1	11	.	0	.	.	0.0	14

Assay outcomes from PubChem BioAssay.

Not all compounds are listed (hit frequency here may not be typical).
